C2C12 statin: protects C2C12 myotubes from simvastatin toxicity | 330,000 compounds, 0.78% hits | rescue of ATP level, % at 7.49 µM | ATP luminescence, 48 h; scaled: DMSO 0, geranylgeraniol control 100;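 active = mean ATP rescue above about 67%, or every replicate alone reaching that limit, limit read from the data, passing the limit was not always enough; inconclusive = no clear call, values can overlap the other calls; inactive = mean under the limit and some replicate under it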;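 also: myotubes were challenged with 10 µM simvastatin during compound exposure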
PglD inh: blocks C. jejuni PglD acetyltransferase activity; purified PglD enzyme, DTNB colorimetric CoA detection; inhibition, % at 12.5 µM; 360,000 compounds, 0.098% hits; AID 602405; in the data active = inhibition above about 16%, passing the limit was not always enough; inconclusive = no clear call, values can overlap the other calls; also: strong numbers were not always called active
DENV2 CPE rescue: inhibitors of DENV2 cytopathic effect; DENV2-infected cells, cytopathic effect rescue, plate reader; CPE inhibition, % at 9.99 µM; 350,000 compounds, 1.7% hits; AID 651640; in the data active = CPE inhibition above about 20%, passing the limit was not always enough; inconclusive = no clear call, values can overlap the other calls; tested in BHK-21 cells;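 also: 0% = median of neutral control wells and 100% = median of positive control wells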
ERp5 block: inhibitors of human ERp5 | Q15084 | ERp5 insulin aggregation, absorbance 650 nm, 90 min | inhibition, % at 9.99 µM | 350,000 compounds, 0.05% hits;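 active = mean replicate inhibition above about 25%, with every replicate also reaching it, limit read from the data, passing the limit was not always enough; inconclusive = only one of those two criteria met; inactive = neither criterion met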
Target sequence (Q15084 whole entry, looked up): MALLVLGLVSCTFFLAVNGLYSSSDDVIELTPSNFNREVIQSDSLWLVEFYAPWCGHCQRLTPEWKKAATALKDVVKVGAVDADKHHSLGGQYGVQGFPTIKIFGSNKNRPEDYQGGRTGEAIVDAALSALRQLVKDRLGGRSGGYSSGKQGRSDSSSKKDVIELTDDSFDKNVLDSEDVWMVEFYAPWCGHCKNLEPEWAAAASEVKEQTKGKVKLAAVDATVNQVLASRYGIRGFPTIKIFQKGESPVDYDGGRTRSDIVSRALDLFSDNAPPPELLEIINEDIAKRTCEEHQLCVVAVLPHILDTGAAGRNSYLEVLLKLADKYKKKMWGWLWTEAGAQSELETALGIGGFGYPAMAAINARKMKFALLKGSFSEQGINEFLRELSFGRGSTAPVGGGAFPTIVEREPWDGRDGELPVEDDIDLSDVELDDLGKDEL
E-selectin induc: induces E-selectin expression in human endothelial cells | AID 686992 | HUVEC E-selectin immunofluorescence imaging; normalized: neutral wells 0, TNF-alpha wells 100 | 260,000 compounds, 0.37% hits | P16581 | activation, % at 7.58 µM;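 active = mean E-selectin-positive cell signal at least 10% of the positive control, reached in at least 60% of replicates, without over 20% cell loss; inconclusive = no rule given, readout overlaps actives, possibly toxicity-flagged; inactive = the rest, including those meeting only one limit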;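 also: in these data hits start at about 27%; measured in HUVEC primary endothelial cells; signal is the percent of cells scored E-selectin positive by PE staining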
Target sequence (P16581 whole entry, looked up): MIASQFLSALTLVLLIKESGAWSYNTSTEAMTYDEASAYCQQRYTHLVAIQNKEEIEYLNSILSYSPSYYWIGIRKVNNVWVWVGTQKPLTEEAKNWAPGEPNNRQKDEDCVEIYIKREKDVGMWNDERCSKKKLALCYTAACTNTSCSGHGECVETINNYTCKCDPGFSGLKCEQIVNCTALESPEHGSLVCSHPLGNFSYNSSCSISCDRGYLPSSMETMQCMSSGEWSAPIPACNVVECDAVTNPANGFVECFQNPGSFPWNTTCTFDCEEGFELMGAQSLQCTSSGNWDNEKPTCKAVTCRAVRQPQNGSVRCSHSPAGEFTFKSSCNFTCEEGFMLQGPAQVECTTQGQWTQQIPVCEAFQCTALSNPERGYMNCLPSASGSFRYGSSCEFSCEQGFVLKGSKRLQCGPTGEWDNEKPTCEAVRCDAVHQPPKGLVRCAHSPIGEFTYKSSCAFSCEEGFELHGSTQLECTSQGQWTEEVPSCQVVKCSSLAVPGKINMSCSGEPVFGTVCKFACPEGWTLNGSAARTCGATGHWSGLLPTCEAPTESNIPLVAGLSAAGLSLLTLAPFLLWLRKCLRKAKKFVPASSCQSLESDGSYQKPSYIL
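Assay system: HUVEC, human umbilical vein endothelial cells / Amount: 3,000 HUVEC/well / Controls: TNF-alpha positive control, DMSO neutral control / Compound dosing: single concentration / Medium: EGM-2 over gelatin coat / Evaluation: percent E-selectin-positive cells / Signal: immunofluorescence imaging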
S100A4 MyoIIA: blocks human S100A4 binding to myosin IIA peptide | P26447 | S100A4/TAMRA-MyoIIA peptide fluorescence polarization | inhibition, % at 10.7 µM | 360,000 compounds, 0.14% hits | AID 652163;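 active = mean inhibition of at least 70% across replicates, with every replicate also reaching that level; inconclusive = mean inhibition reaches 70% but some replicates fall short; inactive = mean inhibition below 70%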
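Test system: S100A4 monomer protein; Medium: HEPES pH 7.2 with CaCl2, KCl, NaCl, DTT, Triton; Probe or stimulus: TAMRA-labelled myosin IIA heavy-chain peptide probe, 5 nM; Doses: one dose per compound; Times: polarization read 5 min after assay mix addition, stable 5–60 min; Benchmarks: neutral control DMSO, positive control TFP.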
SIRT5 block: blocks human SIRT5 desuccinylation of peptide; AID 652115; 330,000 compounds, 1.1% hits; Q9NXA8; Purified SirT5, succinyl-peptide AMC, trypsin-coupled fluorescence; inhibition, % at 15 µM; in the data active = inhibition above about 15%; inconclusive = no clear call, values can overlap the other calls
* marks the source's active call; other numbers are inactive results; ? = inconclusive; nt = not tested or not shown. The list is partial; rates above refer to the full screens.

Abbreviations – A = C2C12 statin; B = PglD inh; C = DENV2 CPE rescue; D = ERp5 block; E = E-selectin induc; F = S100A4 MyoIIA; G = SIRT5 block
O=C1COc2ccc(C(=O)COC(=O)c3ccc([N+](=O)[O-])cc3Cl)cc2N1
  A: 9; B: 8; C: -1; D: 2; E: 2.2; F: -4; G: -6

COCCn1ccc2c(OCC(=O)Nc3ccccc3OC)cccc2c1=O
  A: nt; B: -6; C: -7; D: -2; E: 0.1; F: -7; G: -3

O=C(/C=C/c1cccc([N+](=O)[O-])c1)N(c1ccccn1)c1ccccn1
  A: nt; B: nt; C: -1; D: -7; E: -0.1; F: 4; G: -2

CCCC[C@@H]1CNCCN1CCc1cccc(F)c1
  A: 5; B: 1; C: ?; D: -4; E: -0.2; F: -1; G: nt

COc1ccc2[nH]c3c(c2c1)CCN1C(=O)C(CC(=O)NCC24CC5CC(CC(C5)C2)C4)C[C@H](C(=O)N2CCOCC2)[C@@]31CCC1CCCC1 (some centres undefined)
  A: 38; B: -1; C: 3; D: -1; E: nt; F: -4; G: 12

CC(C)CC#Cc1ccc2c(c1)O[C@H](CN(C)C(=O)c1ccccc1F)[C@@H](C)CN([C@H](C)CO)S2(=O)=O
  A: -50; B: 1; C: ?; D: -2; E: -0.1; F: 4; G: -2

O=C(C[C@H]1CC[C@@H]2[C@H](COC[C@H](O)CN2C(=O)Nc2ccc(Cl)c(Cl)c2)O1)NCc1ccc(Cl)c(Cl)c1
  A: 2; B: 0; C: 1; D: -10; E: 0.0; F: 1; G: 5

C/C=C/c1ccc([C@H]2[C@@H](CO)N(CC3CC3)C23CN(C(=O)c2ccc4c(c2)OCO4)C3)cc1
  A: nt; B: nt; C: -7; D: 9; E: -0.1; F: 11; G: 5

C[C@@H]1C=CCCO[C@]12C(=O)N(Cc1ccccc1C(F)(F)F)c1ccccc12
  A: nt; B: nt; C: -2; D: 0; E: 0.1; F: -2; G: 18*

CN(CC(=O)Nc1ccc(F)cc1)C(=O)CN1C(=O)NC2(CCCCC2)C1=O
  A: -3; B: 6; C: -1; D: 4; E: 0.8; F: -1; G: -3

COc1ccc(-c2noc(-c3ccc(Cl)cc3[N+](=O)[O-])n2)cc1OC
  A: nt; B: nt; C: 0; D: 0; E: 0.2; F: 7; G: -7

C[C@H](CO)N1C[C@H](C)[C@H](CN(C)S(=O)(=O)c2ccccc2)Oc2ccc(NS(=O)(=O)c3cn(C)cn3)cc2CC1=O
  A: 23; B: -2; C: -3; D: -4; E: 0.0; F: -24; G: -2

CCCCCCCNC(=O)C1(CC2CC(c3cccc(Br)c3)=NO2)CCN(C(=O)CCCCCBr)CC1 (centres undefined)
  A: -1; B: 2; C: -6; D: -5; E: -0.2; F: 0; G: nt

C=CCn1c(=O)c2c(nc(-c3ccc(S(=O)(=O)O)cc3)n2C)n(C)c1=O
  A: 3; B: 2; C: -7; D: -1; E: -0.1; F: 3; G: -36

CC(C)NC(=O)N(C)C[C@@H]1Oc2cc(C#CC3CC3)ccc2S(=O)(=O)N([C@H](C)CO)C[C@@H]1C
  A: 19; B: 3; C: 0; D: 4; E: -0.1; F: 9; G: 3

Cc1ccc2c(c1)=C(c1sc(N(C)c3ccc(O)cc3)nc1O)C(=O)N=2
  A: -57; B: -6; C: 8; D: 0; E: 0.1; F: -2; G: -7

C=CCn1c2ccccc2c2nnc(SCc3[nH]c(=O)[nH]c3C(=O)CCCCC(=O)OCC)nc21
  A: 4; B: -1; C: 7; D: -3; E: nt; F: -8; G: -2

COc1ccc(N2CCN(C(=O)c3ccc4c(=O)n(Cc5ccc6c(c5)OCO6)c(=O)[nH]c4c3)CC2)cc1
  A: -7; B: 2; C: 9; D: -8; E: nt; F: -7; G: -3

Cc1cccc(NC(=S)NCC(C)CSc2ccc(Cl)cc2)c1 (centres undefined)
  A: -30; B: nt; C: 7; D: 2; E: nt; F: 0; G: -2

S=C(NCCN1CCOCC1)Nc1ccc(Cl)cc1Cl
  A: -3; B: 5; C: -5; D: 0; E: -0.1; F: 4; G: nt

NC(=O)CCC(NS(=O)(=O)c1ccc(Cl)cc1)C(=O)NCc1ccccc1 (centres undefined)
  A: nt; B: nt; C: -1; D: -8; E: 0.0; F: -6; G: nt

Nc1cccc(Oc2ccc3c(c2)C(=O)N(CCO)C3=O)c1
  A: -5; B: 1; C: -3; D: -1; E: nt; F: 1; G: -6

CCOC(=O)c1cc(-c2ccc(C)cc2)n(CCC(=O)N2CCN(c3ccccn3)CC2)c1C
  A: nt; B: nt; C: -1; D: -2; E: nt; F: -3; G: nt

O=C1NN=C(c2ccccc2)CC1c1ccc(Cl)cc1Cl (centres undefined)
  A: 3; B: nt; C: 7; D: -3; E: nt; F: 0; G: -7

COc1ccc(N2CCN(C(=S)Nc3ccccc3)CC2)cc1
  A: 7; B: 1; C: 5; D: 0; E: 1.2; F: -3; G: -2

Ordered by SMILES length (lowest first): part of the list above.
Abbreviations – A = C2C12 statin; B = PglD inh; C = DENV2 CPE rescue; D = ERp5 block; E = E-selectin induc; F = S100A4 MyoIIA; G = SIRT5 block
O=C1NN=C(c2ccccc2)CC1c1ccc(Cl)cc1Cl (centres undefined)
  A: 3; B: nt; C: 7; D: -3; E: nt; F: 0; G: -7

COc1ccc(N2CCN(C(=S)Nc3ccccc3)CC2)cc1
  A: 7; B: 1; C: 5; D: 0; E: 1.2; F: -3; G: -2

O=C(/C=C/c1cccc([N+](=O)[O-])c1)N(c1ccccn1)c1ccccn1
  A: nt; B: nt; C: -1; D: -7; E: -0.1; F: 4; G: -2

O=C1COc2ccc(C(=O)COC(=O)c3ccc([N+](=O)[O-])cc3Cl)cc2N1
  A: 9; B: 8; C: -1; D: 2; E: 2.2; F: -4; G: -6

CCOC(=O)c1cc(-c2ccc(C)cc2)n(CCC(=O)N2CCN(c3ccccn3)CC2)c1C
  A: nt; B: nt; C: -1; D: -2; E: nt; F: -3; G: nt

CCCCCCCNC(=O)C1(CC2CC(c3cccc(Br)c3)=NO2)CCN(C(=O)CCCCCBr)CC1 (centres undefined)
  A: -1; B: 2; C: -6; D: -5; E: -0.2; F: 0; G: nt

C=CCn1c2ccccc2c2nnc(SCc3[nH]c(=O)[nH]c3C(=O)CCCCC(=O)OCC)nc21
  A: 4; B: -1; C: 7; D: -3; E: nt; F: -8; G: -2

O=C(C[C@H]1CC[C@@H]2[C@H](COC[C@H](O)CN2C(=O)Nc2ccc(Cl)c(Cl)c2)O1)NCc1ccc(Cl)c(Cl)c1
  A: 2; B: 0; C: 1; D: -10; E: 0.0; F: 1; G: 5

The results go on:
Abbreviations – A = C2C12 statin; B = PglD inh; C = DENV2 CPE rescue; D = ERp5 block; E = E-selectin induc; F = S100A4 MyoIIA; G = SIRT5 block
C[C@@H]1CN([C@H](C)CO)C(=O)c2cc(NC(=O)Cc3cn(C)c4ccccc34)ccc2O[C@H]1CN(C)S(C)(=O)=O
  A: -7; B: 0; C: 19; D: 0; E: -6.6; F: -25; G: 0

Cc1noc(C)c1S(=O)(=O)Nc1ccc2c(c1)CC(=O)N([C@H](C)CO)C[C@@H](C)[C@H](CN(C)S(=O)(=O)c1ccccc1)O2
  A: 3; B: 7; C: -2; D: 4; E: 0.0; F: 0; G: 1

O=C(NC(=S)NCCC1=CCCCC1)c1cccnc1
  A: nt; B: nt; C: -4; D: -6; E: 2.7; F: 5; G: -1

C[n+]1cccc(C(=O)[O-])c1
  A: 0; B: -3; C: 7; D: -6; E: -2.3; F: 0; G: -3

C[C@@H]1CN([C@H](C)CO)C(=O)c2cc(-c3cccc(F)c3)cnc2O[C@@H]1CN(C)Cc1ccccn1
  A: 1; B: 2; C: 13; D: 5; E: 0.5; F: 8; G: -1

Cc1ccc(C)c(C(C)NC(=O)C2CCCO2)c1 (centres undefined)
  A: 8; B: -5; C: 2; D: 1; E: nt; F: 1; G: nt

CC(C)(C)N1CSC(=S)N(Cc2ccccc2)C1
  A: -7; B: 0; C: nt; D: 1; E: nt; F: -1; G: -4

C[C@@H]1CCCCO[C@H](CN(C)C(=O)c2ccccc2)[C@H](C)CN([C@@H](C)CO)C(=O)c2cc(NC(=O)Nc3ccc4c(c3)OCO4)ccc2O1
  A: nt; B: 2; C: -7; D: -4; E: 0.1; F: -5; G: 8

CC(=O)Nc1ccc(S(=O)(=O)NC2(C(F)(F)F)NC(=O)N(c3ccc(C)cc3)C2=O)cc1 (centres undefined)
  A: -7; B: 2; C: 10; D: 4; E: -0.2; F: -2; G: -1

CN(C(=O)CN1C(=O)NC2(CCCc3ccccc32)C1=O)C1CCCCC1 (centres undefined)
  A: 11; B: nt; C: -13; D: 0; E: nt; F: -1; G: -3

COc1ccc(C2CC(=O)C(c3cccc(OC)c3)=CN2Cc2ccccc2)cc1 (centres undefined)
  A: nt; B: nt; C: ?; D: -1; E: 0.0; F: 8; G: -1

O=c1cc(SCc2ccccc2)nc[nH]1
  A: 2; B: -3; C: 0; D: 1; E: nt; F: -4; G: 1

CC(C)(C)NC(=S)NNC(=O)c1ccc2ncccc2c1
  A: 0; B: 1; C: -4; D: 3; E: nt; F: 1; G: -6

Cc1cccc(-n2c(=S)[nH]c3sc4c(c3c2=O)CCc2ccccc2-4)c1
  A: nt; B: nt; C: 1; D: -7; E: nt; F: 2; G: -2

COc1ccc(CN(C)C[C@@H]2Oc3ccc(NS(C)(=O)=O)cc3C(=O)N([C@@H](C)CO)C[C@@H]2C)cc1
  A: -8; B: 4; C: 12; D: -2; E: -7.8; F: 7; G: -4

Cn1c(N)c(C(=O)COC(=O)COc2ccccc2Cl)c(=O)n(C)c1=O
  A: -12; B: 3; C: -1; D: 2; E: -0.5; F: -4; G: 4

CCNC(=O)C[C@@H]1CC[C@@H]2[C@H](COC[C@@H](O)CN2Cc2ccc(Cl)c(Cl)c2)O1
  A: 26; B: 1; C: -6; D: -19; E: 0.1; F: -5; G: -10

COCC#Cc1ccc2c(c1)O[C@H](CN(C)Cc1ccc(F)cc1)[C@H](C)CN([C@H](C)CO)S2(=O)=O
  A: -8; B: -1; C: -8; D: -3; E: -0.2; F: -6; G: -1

COc1ccc(CC(=O)NCC2CCN(C(=O)C(=O)c3cc4ccccc4o3)CC2)cc1
  A: nt; B: nt; C: -6; D: -3; E: 0.4; F: 0; G: nt

O=[N+]([O-])c1cc(Cl)c(O)c2ncccc12
  A: nt; B: nt; C: -3; D: -8; E: 0.1; F: 11; G: 8

CC(=O)C1=C(C)N=c2s/c(=C/c3ccc4c(c3)OCO4)c(=O)n2C1c1ccc(N(C)C)cc1 (centres undefined)
  A: 7; B: 8; C: -5; D: 4; E: nt; F: -16; G: -4

COc1ccc(NC(=O)Nc2ccc3c(c2)C(=O)N([C@@H](C)CO)C[C@@H](C)[C@@H](CN(C)S(C)(=O)=O)OCCCC[C@@H](C)O3)cc1
  A: nt; B: 0; C: -3; D: -1; E: 0.0; F: 2; G: 5

Cc1nc(-c2ccccc2)sc1C(=O)/C=C/N(C)C
  A: nt; B: nt; C: 5; D: 6; E: nt; F: -2; G: -1

Cc1cc(-c2ccc(Cl)cc2)n2nc(C)cc2n1
  A: -4; B: 0; C: ?; D: 4; E: 7.5; F: 1; G: -4

COc1ccccc1C1=CC(=O)C[C@H](c2ccc3c(c2)OCO3)C1
  A: 3; B: -4; C: -5; D: -1; E: 0.6; F: 4; G: nt

CCOc1c2ccc(C(=O)NCc3ccc(OC)cc3)cc2nn1CCOC
  A: 0; B: 2; C: 16; D: 3; E: 0.1; F: -3; G: -10

COc1ccc2c3c(n(C)c2c1)[C@H](CO)N(C(=O)C1CCC1)CC31CCN(C)CC1
  A: nt; B: nt; C: 3; D: -4; E: -0.3; F: -52; G: -1

Cc1nnc(SCc2ccccc2CSc2nnc(C)s2)s1
  A: nt; B: nt; C: 3; D: -7; E: -0.1; F: 2; G: -2
